aDG glyco act: activators of alpha-DG glycosylation, primary screen, uHTS, Pro5-aDG cells, AlphaScreen | alpha-DG glycosylation AlphaScreen (IIH6); 0% Pro5, 100% B10-LARGE cell signal | activation, % at 10 µM | 360,000 tested, 0.22% active | AID 624168, 2012;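 active means activation of at least 8% versus controls, or a plate z-score of at least 8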;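 further: Pro5 are CHO cells carrying HIG-tagged alpha-DG that lacks glycosylation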
iPSC survival up: enhancers of single-cell hiPSC survival, primary screen, ATPlite luminescence. 100% = ROCK inhibitor wells, 0% = DMSO. survival enhancement, % at 20 µM. 360,000 tested, 0.044% active; in the data active means survival enhancement above about 18%;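 further: cells exposed to compounds for 16 hours before the ATP read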
HIF-2a block: HIF-2a reporter inhibitors, primary screen, luminescence, 786-0 RCC cells. 786-0 RCC cells HIF-2a reporter, luciferase luminescence, overnight. inhibition, % at 18.8 µM. 360,000 tested, 0.72% active. AID 624352, 2012;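 active means inhibition of the luminescence signal of 40% or more relative to plate controls, in a single-dose primary screen at 18.75 µM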
Peg3 promoter: Peg3 promoter-driven luciferase inhibitors, primary screen, cell-based, HeLa, luciferase luminescence; HeLa PEG-Prom luciferase reporter, overnight; inhibition, % at 20 µM; 360,000 tested, 1.7% active;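 active means inhibition of at least 50% at 20 µM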
NR2E3 ag-1: NR2E3 agonists in two-hybrid cells, primary screen, cell-based, luminescence, CHO-S, Gal4-NCOR/VP16-NR2E3; Photoreceptor-specific nuclear receptor (Homo sapiens), Q9Y5X4; luciferase; inhibition of corepressor binding, % at 3.98 µM; 360,000 tested, 0.35% active; AID 602229, 2012;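 active means inhibition above the mean of all tested compounds plus 3 SD, cut at about 70% in these data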;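 further: 0% = DMSO with NR2E3 transfected cells and 100% = cells lacking NR2E3 construct; higher means lower luciferase signal from less NR2E3 corepressor binding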
Target sequence (Q9Y5X4 whole entry, looked up, the tested form may be a part): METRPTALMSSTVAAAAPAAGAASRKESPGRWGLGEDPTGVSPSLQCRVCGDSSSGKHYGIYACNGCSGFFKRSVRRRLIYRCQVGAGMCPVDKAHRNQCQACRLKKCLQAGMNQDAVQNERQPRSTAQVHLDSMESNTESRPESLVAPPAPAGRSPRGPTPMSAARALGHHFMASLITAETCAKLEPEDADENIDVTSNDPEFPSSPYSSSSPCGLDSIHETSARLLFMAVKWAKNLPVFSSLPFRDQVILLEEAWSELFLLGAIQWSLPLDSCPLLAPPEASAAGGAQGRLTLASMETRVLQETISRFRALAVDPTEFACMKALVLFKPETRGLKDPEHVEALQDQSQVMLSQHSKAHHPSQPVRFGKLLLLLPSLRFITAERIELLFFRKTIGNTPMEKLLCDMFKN
TRPM1 prom inh: inhibitors of MITF-dependent TRPM1 promoter reporter, primary screen, cell-based, SK-MEL-5, single point, luciferase; SK-MEL-5 TRPM1 promoter luciferase, 24 h; inhibition, % at 12.5 µM; 330,000 tested, 0.83% active;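 active means mean inhibition across replicates of 60% or more, whatever share of single replicates reaches that level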; further: values of inactives mirror those of a sister screen read the other way
KKLEB cytotox: cytotoxicity in KKLEB CF airway cells, primary screen, cytotoxicity control for CF NF-kB inhibitor project, cell-based, uHTS, fluorescence assay plates | KKLEB CF airway cells viability, ATPlite luminescence, overnight; stronger effect = lower value; cells stimulated with P. aeruginosa culture filtrate | activity change (cytotoxicity), % at 5 µM | 360,000 tested, 0.36% active | AID 602141, 2011;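 active means corrected activity change at or below -50% at 5 µM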
NR2E3 ag-2: inhibitors of NR2E3-RetCOR corepressor binding, primary screen, NR2E3 agonist project, biochemical, TR-FRET, GST-NR2E3, biotin-RetCOR. AID 2300, 2010. 320,000 tested, 0.12% active. inhibition of corepressor binding, % at 4.78 µM. Photoreceptor-specific nuclear receptor (Homo sapiens), Q9Y5X4. 1536-well;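 active means percent inhibition above the cutoff of mean plus 3 SD of all tested compounds, set per screening campaign, cut at about 20% in these data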;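 further: 0% = DMSO wells and 100% = biotin wells as full block of FRET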
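Material: NR2E3–RetCOR corepressor complex | Quantity: 1.35 nM GST-tagged NR2E3 final | Schedule: 5 h at 4 °C | Replication: Singlicate compound wells | Reagent: RetCOR corepressor, biotinylated, 7 nM | Controls: Biotin wells as high control, 0.6% DMSO wells as low control | Signal: TR-FRET, Eu(K)-anti-GST donor, streptavidin-D2 acceptor, ex 340, em 617/671 nm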
Shn3 inh set2: reduction of Shn3 3'UTR firefly luciferase signal, primary screen, Schnurri-3 inhibitor project, cell-based, Clone20 osteoblasts, set 2 | 360,000 tested, 0.52% active | AID 588674, 2011 | Clone20 osteoblast Shn3 3'UTR firefly luciferase, 24 h | inhibition, % at 12.5 µM;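 active means mean inhibition of at least 75% with every replicate also reaching 75%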;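 further: 0% = median of neutral control wells and 100% = pilot-screen positive control compound; some compounds past the cut are filed as inactive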
CF NFkB inh: inhibitors of PAF-induced NF-kB signaling, primary screen, cell-based, GFP fluorescence, uHTS | KKLEB NF-kB-GFP reporter, GFP fluorescence overnight | inhibition, % at 5 µM | 360,000 tested, 0.86% active;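 active means at least 50% inhibition at 5 µM, scaled per plate between neutral and stimulator controls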;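 further: PAF is a Pseudomonas aeruginosa culture filtrate used as stimulus; plate controls were PAF-stimulated DMSO wells for no effect and unstimulated DMSO wells for full effect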
TWEAK Fn14 block: inhibitors of TWEAK-Fn14 signaling, primary screen, luciferase reporter cells, uHTS; TWEAK-stimulated Fn14 reporter cells, luciferase luminescence, 8 h; inhibition, % at 10 µM; 360,000 tested, 2% active; AID 1159606, 2016; in the data active means inhibition above about 50%
Starred values were filed as active, the others as inactive; / = no result given.

SMILES	aDG glyco act	iPSC survival up	HIF-2a block	Peg3 promoter	NR2E3 ag-1	TRPM1 prom inh	KKLEB cytotox	NR2E3 ag-2	Shn3 inh set2	CF NFkB inh	TWEAK Fn14 block
CCCN(C(=O)c1cc(S(=O)(=O)N2CCCCCC2)ccc1OC)C1CCS(=O)(=O)C1 (centres undefined)	0.1	-0.3	8	-2	14	-4	12	5	2	-6	-21
Cc1nnc(NC(=O)c2ccc(S(=O)(=O)N3CC(C)CC(C)C3)cc2)o1 (centres undefined)	0.0	0.0	12	16	14	9	7	2	8	-4	40
Cc1cc(C)n2nc(C(=O)OCC(=O)NNC(=O)c3ccc(Cl)cc3)nc2n1	0.0	2.8	12	-13	-9	-5	-28	3	-3	-1	9
C/C(Cc1ccccc1)=N\NC(=O)CNC(=O)c1ccccc1O	-0.1	0.1	11	-1	-7	9	6	-4	-12	4	-2
Cc1ccc(-c2cnn(-c3cccc(C(F)(F)F)c3)c2N)cc1	0.2	0.2	-300	-277	-111	-44	-10	-2	-58	-21	-10
Cc1cc(=O)nc2c3ccccc3n(CC(=O)NC(C)c3ccc4c(c3)OCCO4)n12 (centres undefined)	-0.2	-0.4	14	-4	-23	13	-7	-2	-9	9	3
CCC(C)Nc1c2c(nc3c(-c4ccccc4)c(C)nn13)CCC2 (centres undefined)	0.5	-1.3	10	13	0	-2	-3	1	27	5	2
Cc1ccc(NC(=O)CSCC(=O)N2CCOCC2)cc1	-0.2	-2.0	3	-1	-17	5	22	-3	3	2	-11
CCOc1ccc(C(CC(=O)O)NS(=O)(=O)c2ccc(C)cc2)cc1OC (centres undefined)	-0.3	2.3	15	2	6	7	0	-1	2	-2	8
COc1ccc(CN(C(=O)c2cccc(OC)c2)C2CCS(=O)(=O)C2)cc1 (centres undefined)	0.0	-0.2	13	17	3	/	9	-2	/	-4	8
O=C1COc2ccc(S(=O)(=O)N3CCc4ccccc43)cc2N1	0.0	0.4	19	17	-1	2	-28	1	/	0	6
CCNc1nc(NCC)n2c(SCC(=O)Nc3cccc(Cl)c3)nnc2n1	-0.3	-0.4	-14	18	-34	3	-5	2	-61	13	-10
COc1ccccc1N(CC(=O)NCC1CCCO1)C(=O)Cn1nnc(-c2cccs2)n1 (centres undefined)	0.9	-4.1	7	-1	9	2	6	3	1	-10	13
COc1ccc(/C=C/C(=O)OCC(=O)Nc2ccc3c(c2)OCO3)cc1	-0.2	-0.1	-4	-3	13	-1	-11	1	2	20	-6
O=C(NNC(=O)c1ccccc1Br)c1ccncc1	-0.1	5.1	-7	5	-15	3	6	3	-15	14	-13
CCOC(=O)c1sc(NC(=O)c2cc(S(=O)(=O)N3CCOCC3)ccc2C)nc1C	-0.2	14	17	13	-5	3	-5	3	-8	4	-6
COc1cc(C(=O)COC(=O)c2ccco2)cc(OC)c1OC	0.3	1.2	11	5	-22	6	16	/	-7	-5	7
CC1(c2nnnn2Cc2ccccc2)CCC(=O)N1Cc1ccc(F)cc1 (centres undefined)	0.2	-0.1	-2	/	-3	/	/	/	/	/	5
COc1cccc(-c2nc(N)nc(SC)c2C#N)c1	0.0	-0.5	-73	-44	-22	-68	-9	3	-31	8	-2
Cc1cccc(C(=O)NC(C(=O)Nc2cccc(S(=O)(=O)N3CCCC3)c2)C(C)C)c1 (centres undefined)	0.5	0.5	22	13	2	2	-1	-1	2	12	13
CN(C)S(=O)(=O)c1cccc(NC(=O)COC(=O)/C=C/c2ccco2)c1	-0.1	1.4	10	-5	17	-4	1	1	10	10	17
COc1ccc(OC)c2c1sc(=NC(=O)c1cccc(N3C(=O)CCC3=O)c1)n2C	-0.1	-0.7	-1	0	-23	-3	-2	5	26	10	-13
CCOc1ccc2[nH]cc(S(=O)(=O)c3ccc(Cl)cc3)c(=O)c2c1	-0.2	-3.0	12	13	-4	-18	-6	-3	28	7	24
CCCCCC(=O)N1C[C@@H](n2cc(-c3ccc(F)cc3)nn2)[C@H](O)C[C@@H]1c1ccc(OC)cc1	0.5	-4.3	11	-8	-30	/	0	/	23	-4	-5
COc1ccc(NC(=O)CCNS(=O)(=O)c2cccc3nonc23)cc1	0.0	-0.4	12	10	-3	3	-8	0	-5	8	9
COc1ccc(CN2C(=O)C(CC(=O)NC3CCCC3)CC(C(=O)N(C(C)C)C(C)C)=C2C)cc1 (centres undefined)	5.0*	-0.3	0	2	15	/	-10	/	-13	17	-1
COC(=O)c1sccc1NC(=O)C1C2C=CC(O2)C1C(=O)O (centres undefined)	0.0	-1.8	11	-1	-3	5	7	-4	11	2	2
CSc1nc2ccccc2n1Cc1c(Cl)cccc1Cl	0.5	4.7	28	29	-10	10	0	3	-10	-1	14
C#CCNc1nc(C)nc2c1nnn2Cc1ccccc1F	0.2	5.5	7	0	0	-3	-8	4	7	1	6
CC1CCC2(CC1)NC(=O)N(CC(=O)NCc1ccc(F)cc1)C2=O (centres undefined)	-0.1	-0.2	8	3	-3	-3	6	0	-12	6	10
Cc1cccc(C(=O)O/N=C(\N)CS(=O)(=O)c2ccccc2)c1	-0.3	-0.1	-50	-36	-45	-10	4	5	-1	0	-17
CS(=O)(=O)N1CCN=C1SCc1ccc(F)cc1	-0.1	-0.5	5	10	-6	2	-2	-3	-5	2	5
CN1CCN(C(=O)C2CCC(CNS(=O)(=O)c3cccc4cccnc34)CC2)CC1 (centres undefined)	0.0	2.0	2	7	-29	0	8	-2	12	-2	0
Cc1ccc(C)c(CSc2nnc(C)c(=O)[nH]2)c1	0.4	1.2	22	-1	-10	15	-1	2	1	9	-8
COc1ccc(CN(C)C(=O)c2[nH]c(C)c(C(C)=O)c2C)c(OC)c1OC	0.0	0.1	1	25	33	6	-3	4	38	8	-8
CCCC(NC(=O)CCc1c(C)c2cc3c(-c4ccccc4)coc3cc2oc1=O)C(=O)O (centres undefined)	0.0	0.0	39	0	-34	22	2	-2	-19	-14	26
CC(C)NC(=O)C1CCN(C(=O)C(C(=O)c2ccccc2)n2cc(Cl)ccc2=O)CC1 (centres undefined)	-0.2	-0.7	10	13	-16	6	9	2	12	7	2
Cc1ccc(CNC(=O)c2ccc(N3CCC4(CC3)CC(c3cccc(Br)c3)=NO4)c(NC(=O)c3ccco3)c2)cc1	0.5	-0.7	-8	5	-7	23	-29	8	-2	-13	-40
Cn1cccc1C(NC(=O)c1ccccc1)C(Cl)(Cl)Cl (centres undefined)	-0.4	-0.2	9	-3	-1	6	2	1	15	-17	13
COc1ccc(/C=N/NC(=O)c2cccc(NC(=O)c3ccc(F)cc3)c2)c(C(=O)O)c1OC	0.6	-3.0	-1	-1	-39	12	21	1	7	-10	-18
COc1ccc(CN2C(=O)c3cccnc3C2O)cc1 (centres undefined)	0.0	2.3	4	2	-18	-7	2	2	-13	4	8
O=C(COc1ccc(S(=O)(=O)N2CCCC2)cc1)N1CCN(c2ccccc2F)CC1	0.2	-0.4	8	6	-14	7	-1	6	7	10	38
CCCN(CCC)CCNC(=O)C1c2ccccc2C(=O)N(CCOC)C1c1ccc(F)cc1 (centres undefined)	0.0	-0.5	12	1	-5	1	-19	2	4	12	-3
COc1ccc(OCC(O)Cn2c(=N)n(CCN3CCOCC3)c3ccccc32)cc1 (centres undefined)	-0.3	4.8	18	19	5	-7	5	-5	5	-10	-9
CCOc1ccc(N(CC(=O)NCc2cccc(OC)c2)S(=O)(=O)c2c(C)noc2C)cc1	0.2	-2.0	9	0	-2	10	6	2	7	2	15
CCOc1ccccc1C1CC(=O)Nc2cc(OC)c(OC)cc21 (centres undefined)	-0.2	3.7	10	-2	3	6	12	/	-4	-16	0
O=C(N/N=C/c1ccc([N+](=O)[O-])o1)c1sc2ccccc2c1Cl	0.6	-0.5	35	40	23	78*	8	-1	20	-31	9

A draw from above in order of molecular weight, lowest first:
SMILES	aDG glyco act	iPSC survival up	HIF-2a block	Peg3 promoter	NR2E3 ag-1	TRPM1 prom inh	KKLEB cytotox	NR2E3 ag-2	Shn3 inh set2	CF NFkB inh	TWEAK Fn14 block
COc1cccc(-c2nc(N)nc(SC)c2C#N)c1	0.0	-0.5	-73	-44	-22	-68	-9	3	-31	8	-2
Cc1ccc(NC(=O)CSCC(=O)N2CCOCC2)cc1	-0.2	-2.0	3	-1	-17	5	22	-3	3	2	-11
Cc1ccc(-c2cnn(-c3cccc(C(F)(F)F)c3)c2N)cc1	0.2	0.2	-300	-277	-111	-44	-10	-2	-58	-21	-10
O=C(NNC(=O)c1ccccc1Br)c1ccncc1	-0.1	5.1	-7	5	-15	3	6	3	-15	14	-13
C/C(Cc1ccccc1)=N\NC(=O)CNC(=O)c1ccccc1O	-0.1	0.1	11	-1	-7	9	6	-4	-12	4	-2
CCOc1ccccc1C1CC(=O)Nc2cc(OC)c(OC)cc21 (centres undefined)	-0.2	3.7	10	-2	3	6	12	/	-4	-16	0
CC1CCC2(CC1)NC(=O)N(CC(=O)NCc1ccc(F)cc1)C2=O (centres undefined)	-0.1	-0.2	8	3	-3	-3	6	0	-12	6	10
COc1ccc(CN(C(=O)c2cccc(OC)c2)C2CCS(=O)(=O)C2)cc1 (centres undefined)	0.0	-0.2	13	17	3	/	9	-2	/	-4	8
COc1ccc(OCC(O)Cn2c(=N)n(CCN3CCOCC3)c3ccccc32)cc1 (centres undefined)	-0.3	4.8	18	19	5	-7	5	-5	5	-10	-9
COc1ccccc1N(CC(=O)NCC1CCCO1)C(=O)Cn1nnc(-c2cccs2)n1 (centres undefined)	0.9	-4.1	7	-1	9	2	6	3	1	-10	13
COc1ccc(/C=N/NC(=O)c2cccc(NC(=O)c3ccc(F)cc3)c2)c(C(=O)O)c1OC	0.6	-3.0	-1	-1	-39	12	21	1	7	-10	-18
CCCN(CCC)CCNC(=O)C1c2ccccc2C(=O)N(CCOC)C1c1ccc(F)cc1 (centres undefined)	0.0	-0.5	12	1	-5	1	-19	2	4	12	-3

From PubChem
